# Screens deposited in PubChem BioAssay by several laboratories.
# KCNK3 block: human KCNK3 channel inhibition, primary screen. hit rate 0.84% among 340,000. O14649. B-score at 10 µM. CHO-KCNK3 thallium flux, FluxOR fluorescence; active compounds read low;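 active = B-score under library mean minus 4 SD, starting fluorescence ratio at most library mean plus 5 SD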;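 note: more negative B-score means stronger inhibition of thallium flux through KCNK3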
# GSK3 alpha inh: blocks human GSK-3 alpha kinase | ADP-Glo luminescence, 60 min | inhibition, % at 10 µM | hit rate 0.1% among 320,000 | AID 2650;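 in the data active = inhibition above about 50%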;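 note: GST-tagged GSK-3 alpha with peptide substrate and 25 µM ATP; 0% = DMSO neutral wells and 100% = GW8510 positive control wells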
# GSK3B inh: human GSK3beta kinase inhibition; activity score (negative = inhibition), % at 10 µM; GST-GSK3beta kinase, ADP-Glo luminescence, 60 min; active compounds read low; P49841; hit rate 0.038% among 300,000; AID 2097;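 active = more than half of replicate wells score below -50%, meaning over 50% inhibition versus plate controls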;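 note: 0% = median DMSO wells and -100% = median GW8510 positive control wells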
#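 Test system: GST-tagged human GSK3beta kinase, cell-free; evaluation: activity score scaled between in-plate DMSO and GW8510 controls; measured by: ADP-Glo luminescence; incubation: 60 min reaction, RT; benchmarks: DMSO and 20 µM GW8510; reagent: peptide substrate plus 25 µM ATP (final); medium: Tris/MgCl2 kinase buffer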
# KCNK9 block: inhibitors of human KCNK9 two-pore domain potassium channel | hit rate 1.2% among 310,000 | HEK293 KCNK9, FluxOR thallium flux fluorescence; active compounds read low | B-score at 10 µM | AID 488922 | Q9NPC2;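 active = ratio B-score over 3 SD below the library mean, with starting fluorescence within 5 SD of its mean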;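 note: negative B-score means less thallium flux so channel inhibition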
# Target sequence (Q9NPC2 whole entry, looked up, the tested form may be a part): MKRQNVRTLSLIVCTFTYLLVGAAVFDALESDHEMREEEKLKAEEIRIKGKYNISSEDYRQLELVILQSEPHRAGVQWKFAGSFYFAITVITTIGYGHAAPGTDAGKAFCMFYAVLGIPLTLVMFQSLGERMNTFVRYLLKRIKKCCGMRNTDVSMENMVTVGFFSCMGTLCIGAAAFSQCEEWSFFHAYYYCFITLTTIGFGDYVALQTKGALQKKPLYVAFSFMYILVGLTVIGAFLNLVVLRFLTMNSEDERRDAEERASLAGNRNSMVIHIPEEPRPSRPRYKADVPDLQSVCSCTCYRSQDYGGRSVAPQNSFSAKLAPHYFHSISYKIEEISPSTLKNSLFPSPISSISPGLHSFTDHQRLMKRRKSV
# RGS4 inh: human RGS4 inhibition; P49798; HEK293 M3R/RGS4 inducible, Fluo-4 calcium flux; active compounds read high; triggered by carbachol at its EC20; B-score at 10 µM; hit rate 0.45% among 310,000; AID 463165;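 active = B-score, a plate-corrected calcium signal, over three deviations above library mean, with baseline fluorescence within five deviations of library mean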;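 note: RGS4 expression induced by doxycycline in cells with stable M3 receptor; B-score is computed from the integrated fluorescence ratio over baseline after carbachol; higher B-score means a larger calcium signal and so more RGS4 inhibition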
# RGS4 pot: potentiators or activators of RGS4 | HEK293 M3R/inducible RGS4, carbachol calcium flux Fluo4; active compounds read low | hit rate 0.92% among 310,000 | AID 463111 | B-score at 10 µM;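 active = B-score of the integrated calcium signal more than 4 SD below the library mean, with starting fluorescence not abnormally high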;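 note: negative B-score means reduced calcium response which marks RGS4 activation or potentiation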
#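 System – HEK293 FlpIn-TREx cells, stable M3R, doxycycline-inducible RGS4 · Reagent – ECmax carbachol challenge · Times – compound preincubation 20 min at room temperature before agonist · Technique – Fluo4 fluorescence kinetic imaging of calcium · Measure – B score of integrated Fluo4 ratio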
# hERG rescue: shields human hERG channel from block by proarrhythmic agents; CHO-hERG, FluxOR thallium flux, dofetilide IC70 present; Q12809; activation (rescue from dofetilide block), less the hit threshold, % at 10 µM; hit rate 0.51% among 310,000;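 active = activation above the mean of controls blocked by dofetilide plus 5 SD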;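 note: thallium influx through hERG after potassium depolarization seen as dye fluorescence rise; in these data hits start at about 4.7%; inactives centre near -7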
# DYRK1A inh: blocks rat Dyrk1A kinase activity | AID 504441 | inhibition, % at 12.5 µM | ADP-Glo luminescence, NFATc1 peptide | hit rate 0.43% among 310,000 | Q63470; in the data active = inhibition above about 50%;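 note: plate controls were vehicle with enzyme for no effect and no enzyme for full effect; many of its hits are not listed in these tables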
# PolyA inh: yeast polyadenylation inhibition; S. cerevisiae SKY197-pL101 polyadenylation reporter, beta-gal luminescence; efflux-impaired pdr1/pdr3 knockout yeast; score 100 = 6 SD above DMSO; calls only at 12 µM; hit rate 0.02% among 300,000; AID 1875;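 active = lowest replicate activity score at least 50, where 100 means six control SD above control mean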;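 note: yeast exposed to compound for 9 h at 30 °C; higher score means more reporter readthrough which indicates perturbed polyadenylation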
# KCNQ1 inh: inhibitors of human KCNQ1 potassium channel; P51787; CHO-K1 KCNQ1, FluxOR thallium flux fluorescence; active compounds read high; hit rate 1.3% among 310,000; B-score at 10 µM;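 active = compounds whose thallium flux B-score, printed positive for inhibition, exceeds three library SD while starting fluorescence stays within three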;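 note: channel opened by potassium depolarization with thallium stimulus after 20 min compound exposure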
# Target sequence (P51787 whole entry, looked up): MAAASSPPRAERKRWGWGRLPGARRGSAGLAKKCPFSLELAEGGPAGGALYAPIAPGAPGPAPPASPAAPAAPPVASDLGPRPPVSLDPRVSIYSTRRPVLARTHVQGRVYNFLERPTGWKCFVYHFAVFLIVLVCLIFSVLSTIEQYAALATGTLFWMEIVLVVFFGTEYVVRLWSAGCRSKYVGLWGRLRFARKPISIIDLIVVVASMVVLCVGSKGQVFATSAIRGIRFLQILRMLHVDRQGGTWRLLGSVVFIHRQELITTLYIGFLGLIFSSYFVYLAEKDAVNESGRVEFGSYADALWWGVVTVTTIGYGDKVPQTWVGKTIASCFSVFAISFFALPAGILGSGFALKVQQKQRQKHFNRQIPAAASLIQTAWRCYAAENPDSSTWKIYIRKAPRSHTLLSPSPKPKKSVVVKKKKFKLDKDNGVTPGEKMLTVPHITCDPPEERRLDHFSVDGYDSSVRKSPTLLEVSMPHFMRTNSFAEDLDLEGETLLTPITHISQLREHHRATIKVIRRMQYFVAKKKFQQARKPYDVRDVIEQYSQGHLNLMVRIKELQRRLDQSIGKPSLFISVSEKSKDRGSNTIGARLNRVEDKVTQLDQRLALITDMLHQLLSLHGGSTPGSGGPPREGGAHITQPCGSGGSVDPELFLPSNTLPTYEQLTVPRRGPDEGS
# KCNQ1 act: human KCNQ1 channel potentiation or activation; P51787; CHO-K1 KCNQ1, thallium flux FluxOR fluorescence; active compounds read high; B-score at 10 µM; hit rate 0.35% among 310,000; AID 2648;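 active = fluorescence ratio B-score, a plate-corrected score, at least three library SD, with initial intensity B-score within 5 SD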
#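 assay system = CHO-K1 cells stably expressing KCNQ1 | medium = assay buffer, equal DMSO in all wells | timing = 37 °C overnight plating, 90-min dark dye load, 20-min compound pretreatment | measured by = kinetic FluxOR thallium fluorescence, 10-s 1-Hz baseline, 110-s post-stimulus read | measure = fluorescence change relative to baseline, converted to B score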
# An asterisk follows results filed as active; i = inactive; . = not tested or not shown.
molecule | KCNK9 block | DYRK1A inh | hERG rescue | KCNQ1 act | GSK3 alpha inh | RGS4 inh | KCNQ1 inh | GSK3B inh | KCNK3 block | PolyA inh | RGS4 pot
O=C(O)c1[nH]c2ccc(Cl)cc2c1CC(=O)N1CCN(c2ccccc2)CC1 | i | -5 | -2 | i | -6 | i | i | -1 | i | i | i
COc1ccccc1-c1nnc2sc(COc3ccccc3)nn12 | i | 38 | -11 | i | 0 | i | i | 1 | i | i | i
O=C(O)c1ccc(NC2=C(Cl)C(=O)c3ccccc3C2=O)cc1 | -12* | -6 | -45 | i | 3 | i | 15* | -2 | -12* | i | -7.3*
COc1ccc(CCNC(=O)CN2C(=O)COc3ccc(S(=O)(=O)N4CCOCC4)cc32)cc1OC | i | 3 | -3 | i | 5 | i | i | -1 | i | i | i
CCOc1ncccc1C(=O)Nc1ccc2c(c1)OCO2 | i | 0 | -8 | i | -10 | i | i | 3 | i | i | i
COC(=O)Cc1c[nH]c2cccc(OCC(O)CN(Cc3ccccc3)C(C)C)c12 (stereo not drawn) | -7.9* | 2 | -16 | i | -1 | i | i | 2 | -8.9* | i | i
CCN(CC)S(=O)(=O)c1ccc(O)c(C(=O)OCC(=O)Nc2ccc(OC(F)(F)F)cc2)c1 | i | -4 | 0 | i | 0 | i | i | 2 | i | i | i
COC(/C=C/Nc1ccc(Br)cc1)=C(C#N)C#N | i | 1 | -5 | i | -1 | i | i | -18 | i | i | i
Cc1ccccc1-n1c(C)nnc1SCC(=O)NNC(=O)c1ccccc1 | i | -3 | -9 | i | 0 | i | i | -4 | i | i | i
CCn1c(SCC(=O)O)nnc1-c1ccccc1 | i | -6 | 0 | i | -1 | i | i | -5 | i | i | i
Cc1cccn2cc(CCNS(=O)(=O)c3cccc([N+](=O)[O-])c3)nc12 | i | 6 | -12 | i | -5 | i | i | 1 | i | i | i
COc1ccc(C2=NN(C(C)=O)C(c3cccs3)C2)cc1OC (stereo not drawn) | i | 4 | -3 | i | 7 | i | i | 3 | i | i | i
O=C(CNC(=O)c1ccco1)NCC(=O)OCc1ccc(Cl)cc1Cl | i | -2 | -6 | i | -3 | i | i | 0 | i | i | i
Cc1ccc2[nH]c(O)c(N=Nc3nc4ccccc4s3)c2c1 | i | 9 | -5 | i | 8 | i | i | 0 | i | i | i
O=C(O)c1ccccc1C(=O)NCc1ccccc1 | i | -5 | -5 | i | 2 | i | i | -1 | i | i | i
COc1ccc(N2C(=O)CC(N(CCc3ccccc3)C(=O)/C=C/C(=O)O)C2=O)cc1 (stereo not drawn) | i | -1 | -10 | i | 0 | i | i | -2 | i | i | i
CC(=O)N(Cc1cc(=O)[nH]c2ccccc12)c1ccc(C)cc1 | i | 2 | -5 | i | 0 | i | i | 5 | i | i | i
CCc1ccc(-n2c(SCC(=O)N3CCC(C(=O)O)CC3)nnc2-c2ccncc2)cc1 | i | 1 | -9 | i | -2 | i | i | 2 | i | i | i
CC(=O)NC(=O)COC(=O)/C=C/c1c(C)nn(Cc2c(Cl)cccc2Cl)c1Cl | i | -3 | -8 | i | . | i | i | 2 | i | i | i
Cc1ccc(C(=O)Nc2ncccc2O)cc1S(=O)(=O)N1CCCCC1 | i | 3 | -7 | i | 2 | i | i | -1 | i | i | i
O=c1c2ccccc2sc2ccc(Cl)cc12 | i | 3 | -5 | i | 1 | i | i | -2 | i | i | i
CCn1c(CN2CCN(CCO)CC2)nc2ccccc21 | i | 4 | -11 | i | 2 | i | i | 2 | i | i | i
CCOC(=O)C1(CCOc2ccccc2)CCN(Cc2ccc(OC)cc2)CC1 | i | . | -13 | i | -1 | i | i | 2 | i | i | i
Cc1nonc1CC(=O)N1CCCC(C(=O)c2ccc(Cl)cc2)C1 (stereo not drawn) | i | -2 | -14 | i | -4 | i | i | -2 | i | i | i

# Some of these compounds in order of SMILES length, low to high:
molecule | KCNK9 block | DYRK1A inh | hERG rescue | KCNQ1 act | GSK3 alpha inh | RGS4 inh | KCNQ1 inh | GSK3B inh | KCNK3 block | PolyA inh | RGS4 pot
Cc1ccccc1-n1c(C)nnc1SCC(=O)NNC(=O)c1ccccc1 | i | -3 | -9 | i | 0 | i | i | -4 | i | i | i
COC(=O)Cc1c[nH]c2cccc(OCC(O)CN(Cc3ccccc3)C(C)C)c12 (stereo not drawn) | -7.9* | 2 | -16 | i | -1 | i | i | 2 | -8.9* | i | i
COc1ccc(N2C(=O)CC(N(CCc3ccccc3)C(=O)/C=C/C(=O)O)C2=O)cc1 (stereo not drawn) | i | -1 | -10 | i | 0 | i | i | -2 | i | i | i

# (cont.)
molecule | KCNK9 block | DYRK1A inh | hERG rescue | KCNQ1 act | GSK3 alpha inh | RGS4 inh | KCNQ1 inh | GSK3B inh | KCNK3 block | PolyA inh | RGS4 pot
CC(C)CCOc1cccc(OCC(=O)NC2CCS(=O)(=O)C2)c1 (stereo not drawn) | i | 4 | -3 | i | -1 | i | i | -6 | i | i | i
FC(F)Oc1ccc(NC(=S)Nn2cnnc2)cc1 | i | 8 | -1 | i | 0 | i | i | -1 | i | i | i
CC1CCCC(C)N1C(=O)CSc1nc2ccccc2s1 (stereo not drawn) | i | 4 | -11 | i | -2 | i | i | -2 | i | i | i
COc1ccc(CNC(=O)[C@@H]2CC=C[C@@H]3CCN(Cc4ccccc4)C(=O)[C@@H]32)cc1 | i | 0 | -5 | i | 0 | i | i | 1 | i | i | i
CCCn1cnnc1CNC(=O)C1CCC(=O)N(CCc2cccc(F)c2)C1 (stereo not drawn) | i | -3 | -7 | i | -2 | i | i | -4 | i | i | i
COC1=CCC2([N+](=O)[O-])CN(CC(=O)O)CC1([N+](=O)[O-])C2 (stereo not drawn) | i | 0 | -11 | i | -3 | i | i | 0 | i | i | i
Cc1c2c(nc3ccccc13)CCC(C)C2 (stereo not drawn) | i | -3 | -9 | i | -1 | i | i | 2 | i | i | i
CCOC(=O)c1ccc(S(=O)(=O)NNS(=O)(=O)c2ccc(C)cc2)cc1 | i | -3 | -6 | i | -5 | i | i | 4 | i | i | i
CC(C)Cc1cc(C(=O)Nc2cc(Br)ccc2O)no1 | i | 4 | -5 | i | -1 | i | i | -1 | i | i | i
Cc1ccc2c(c1)COc1c3ccc(C(=O)N[C@@H](C)CO)cc3nn1-2 | i | 8 | -10 | i | 6 | i | i | 0 | i | i | i
COc1ccc(N/C=C/C(=O)c2ccc3c(c2)OCO3)cc1OC | i | . | -10 | i | -2 | i | i | 4 | i | i | i
CCC1CCCCN1C(=S)NC(=O)c1cccs1 (stereo not drawn) | i | -2 | 5.3* | 8* | . | i | i | -23 | i | i | i
COCCNc1nc2c(c(=O)n(Cc3cccc(Cl)c3)c(=O)n2C)n1C | i | -3 | -11 | i | 1 | i | i | 4 | i | i | i
Cc1ccc(CNC(=O)Nc2ccc(F)cc2)n1C | i | 5 | -6 | i | -2 | i | i | -4 | i | i | i
N#CC(c1ccc(Cl)nn1)c1ccc(Cl)cc1Cl (stereo not drawn) | i | 1 | -6 | i | -1 | i | i | 1 | i | i | i
CCOc1ccccc1NC(=O)NCc1cccnc1 | i | -7 | -2 | i | -1 | i | i | 1 | i | i | i
Cc1cc(OC(C)C(=O)N2CCN(c3ccc(F)cc3)CC2)c2c(C)c(C)c(=O)oc2c1 (stereo not drawn) | i | -7 | -9 | i | -1 | i | i | -2 | i | i | i
CCOc1ccccc1NC(=O)C(OC(=O)c1cnccn1)c1ccccc1 (stereo not drawn) | i | 9 | -18 | i | -2 | i | i | 1 | i | i | i
COc1cccc(CN2CCNC(=O)C2CC(=O)NCCN2CCOCC2)c1OC (stereo not drawn) | i | -15 | -12 | i | -4 | i | i | 5 | i | i | i
O=C(Nc1ccc2c(c1)oc1ccccc12)c1ccc2c(c1)OCO2 | i | -1 | -7 | i | -3 | i | i | 3 | i | i | i
CC(=O)c1c(C)[nH]c(C(=O)N2CCc3ccccc3C2)c1C | i | 2 | -6 | i | -2 | i | i | 1 | i | i | i
Cc1cc(NC(=O)c2cccc(S(=O)(=O)N3CCCCCC3)c2)no1 | i | -1 | -3 | i | -5 | i | i | 7 | i | i | i
Cc1c(Cl)c(C(=O)N2CCCc3ccccc32)nn1C | i | -5 | -6 | i | -1 | i | i | 0 | i | i | i
CCSc1ccccc1C(=O)NCc1ccco1 | i | 2 | -9 | i | 5 | i | i | 5 | i | i | i
COc1ccc(N(CC(=O)NCc2ccc3c(c2)OCO3)C(=O)c2csnn2)cc1 | i | 23 | -8 | i | -2 | i | i | -8 | i | i | i
COc1cc(/C=N/NC(=O)C(=O)NCC2CCCO2)ccc1OCC(=O)N1CCOCC1 (stereo not drawn) | i | -1 | -15 | i | -2 | i | i | 0 | i | i | i
CN(CC(=O)Nc1ccc(N2CCOCC2)cc1)C(=O)CCc1cc(C(C)(C)C)c(O)c(C(C)(C)C)c1 | i | -1 | -6 | i | -1 | i | i | . | i | i | i
CCOC(=O)c1oc2ccccc2c1COC(=O)CNC(=O)c1cccc(C)c1 | i | 0 | -13 | i | -1 | i | i | 1 | i | i | i
O=C(NCc1ccccc1)C(Cc1ccccc1)NS(=O)(=O)c1cccc2nsnc12 (stereo not drawn) | i | -5 | -4 | i | 0 | i | i | 0 | i | i | i
COc1ccc(C2CC(c3ccc([N+](=O)[O-])cc3)=NN2C(C)=O)cc1 (stereo not drawn) | i | 10 | -11 | i | -1 | i | i | 0 | i | i | i
COc1cc(/C=N/NS(=O)(=O)c2ccccc2)ccc1OS(=O)(=O)c1ccc(C)cc1 | i | 1 | -7 | i | -1 | i | i | -3 | i | i | i
C=CCSc1nnc(NC(=O)C23CC4CC(CC(NC(C)=O)(C4)C2)C3)s1 | i | -4 | -11 | i | -1 | i | i | -4 | i | i | i
CCN(CC)S(=O)(=O)c1ccc2c(c1)c(=O)c(C(=O)N1CCc3ccccc3C1)cn2C | i | 1 | -12 | i | -2 | i | i | 1 | i | i | i
COc1cc(-c2nnc3sc(-c4cccs4)nn23)cc(OC)c1OC | i | 1 | -15 | i | -7 | i | i | -4 | i | i | i
O=C(CN(Cc1cccs1)S(=O)(=O)c1ccc(S(=O)(=O)NC2CCCCC2)cc1)Nc1ccccc1 | i | . | -3 | i | -1 | i | i | 2 | i | i | i
CCn1c(Oc2ccc(F)cc2)nc2c1c(=O)n(C)c(=O)n2C | i | . | -12 | i | 1 | i | i | -6 | i | i | i

# The list is partial; rates above refer to the full screens.
